# From PubChem BioAssay
# RNase H inhibition: RNase H inhibition, HIV 1 Gag Pol polyprotein, FRET biochemical assay, screening (AID 372). HIV-1 RT RNase H, FRET RNA/DNA substrate fluorescence; higher % means a stronger effect. inhibition, % at 10 µM; hits with a dose series show IC50 in µM. 100,000 tested, 0.77% active; in the data active = inhibition above about 50%
# The depositor's hits bear a star; & = joins results of further samples. Not all compounds are listed. The share of hits here may be higher or lower than overall.
SMILES	RNase H inhibition
Cc1ccc2c(nc3s/c(=C/c4cc5c(cc4Br)OCO5)c(=O)n32)c1C	4%
O=C(Nc1cccc(C(F)(F)F)c1)c1cccc(N2C(=O)c3ccccc3C2=O)c1	2%
CCOc1cc(/C=N/Nc2ccc(S(=O)(=O)O)cc2)ccc1O	19%
C/C(=N\N1CCN(Cc2ccccc2)CC1)c1ccco1	9%
Cc1ccc(C(C)C)cc1OCC(=O)N/N=C/c1cccc(Oc2ccccc2)c1	22%
CCOC(=O)c1ccc(NC(=O)CCNC(=O)c2ccccc2NC(=O)c2ccc(OC)cc2)cc1	9%
C(=Nc1cccc2c(N=Cc3ccc4ccccc4c3)cccc12)c1ccc2ccccc2c1	34%
O=C1NC(=S)N(c2ccc(Cl)cc2)C(=O)/C1=C\c1ccc(Cl)s1	8%
Cc1onc(-c2ccccc2Cl)c1C(=O)N1CCCc2ccccc21	0%
Cc1c(NC(=O)c2ccc([N+](=O)[O-])o2)cccc1-c1nc2ccccc2s1	0%
COc1ccc(OC)c(N(CC(=O)N2CCc3ccccc3C2)S(=O)(=O)c2ccccc2)c1	16%
Cc1ccc(C(=O)NC(=S)Nc2cccc([N+](=O)[O-])c2)cc1C	14%
S=c1[nH]nc(OCc2ccc(Cl)cc2Cl)n1-c1ccccc1	4%
O=C(NCc1ccccc1)c1ccc(Cl)c(S(=O)(=O)N2CCCCC2)c1	1%
O=c1c2c(nc3cc(-c4ccc(I)cc4)[nH]n13)CCS2	12%
COc1ccc(C2CC(C(F)(F)F)n3nc(C(N)=O)c(Cl)c3N2)cc1OC (stereo not drawn)	10%
CCOc1ccccc1OCCOc1ccc(C)cc1Cl	23%
COc1cccc(/C=C(\C#N)c2nc3ccc(C)cc3[nH]2)c1OCC(=O)O	2%
Cc1ccc(N2C(=O)/C(=C/c3ccc(Oc4ccc([N+](=O)[O-])cn4)cc3)C(=O)NC2=S)c(C)c1	2%
COc1ccc(C(CC(=O)O)CC(=O)O)cc1OC	1%
Cc1cccc(NC(=O)c2cccc(NC(=O)C(c3ccccc3)c3ccccc3)c2)c1	9%
CCOc1cc(/C=C2\SC(=S)N(C)C2=O)ccc1OCCOc1ccc(C)cc1C	22%
CCOc1cccc(OCCCOc2cc(C)ccc2Cl)c1	19%
CCC(Oc1ccccc1)C(=O)Nc1sc(C)c(C)c1C#N (stereo not drawn)	23%
COc1ccccc1CNC(=O)COc1ccc2ccccc2c1	11%
CC1=C(C(=O)OCCc2ccccc2)C(c2cc3c(cc2Br)OCO3)NC(=O)N1C (stereo not drawn)	0%
COCc1cc(C)nc(NNC(=S)Nc2ccccc2)c1C#N	2%
O=C1NC(=O)/C(=C\c2cc(Br)ccc2OCc2ccc(F)cc2)S1	23%
CCCSc1nnc2c(n1)[nH]c1c(C)cccc12	2%
C/C(=N/NC(=O)c1sc2cc(F)ccc2c1Cl)c1cccs1	13%
CCSC1=C(C#N)C(c2ccc(Cl)cc2)CC(=O)N1 (stereo not drawn)	16%
CCn1c2ccccc2c2cc(NC(=O)Cc3cccs3)ccc21	0%
S=c1oc(-c2ccccc2Cl)nn1CNc1ccccc1Cl	2%
O=C(NC(=S)Nc1ccc(N2CCCC2)cc1)c1ccccc1F	25%
CCCCCCCC(=O)NNC(=O)COc1ccc(Cl)cc1Cl	0%
COc1ccccc1N1C(=O)C2ON(c3ccc(Cl)cc3)C(c3ccc(O)cc3)C2C1=O (stereo not drawn)	9%
Cc1cccc(C(=O)O/N=C(\N)c2ccc(Cl)cc2)c1	14%
CNC(=O)C(=O)Nc1ccc(Oc2ccccc2)cc1	3%
COc1ccc(/C=C(\NC(=O)c2ccccc2Br)C(=O)O)cc1	5%
CC(=O)c1cc(F)c(N2CCN(C(=O)c3ccc(F)cc3F)CC2)cc1C	0%
CCCC(=O)N(c1ccc(N(C(=O)CCC)S(=O)(=O)c2ccc3ccccc3c2)cc1)S(=O)(=O)c1ccc2ccccc2c1	5%
CCCOC(=O)c1ccc(NC(=S)NC(=O)c2ccc(OCCC)cc2)cc1	20%
Cc1cccc(N2C(=O)CC(n3c(C)nc4ccccc43)C2=O)c1 (stereo not drawn)	1%
COc1ccc(-n2c(=O)c3c4c(sc3n3c(=S)[nH]nc23)COC(C)(C)C4)cc1	2%&6%
O=Cc1cn(CC(=O)Nc2ccc(F)cc2)c2ccccc12	0%
COc1ccc2c(c1)c(=O)oc1cc(OC(=O)C3CC3)ccc12	8%
COC(=O)C1=C(C)NC(=S)NC1c1ccc(OC)cc1 (stereo not drawn)	5%
CC1=C(C(=O)Nc2cc(Cl)ccc2C)C(c2ccc(Br)cc2)NC(=O)N1 (stereo not drawn)	0%
COc1ccccc1NC(=O)c1c(NC(=O)c2ccccc2Cl)sc2c1CCCC2	17%
O=c1oc2ccccc2cc1-c1csc(Nc2ccccc2Br)n1	8%
CCCCCCOc1ccc(N2C(=O)CC(SC(=Nc3ccccc3)Nc3ccccc3)C2=O)cc1 (stereo not drawn)	11%
CC(=O)Nc1cc(C(C)(C)C)c(O)c(C(C)(C)C)c1	30%
Cc1ccc(S(=O)(=O)Oc2ccc(/C=C3\SC(N)=NC3=O)cc2Br)cc1	6%
O=C(CSc1nc2ccccc2[nH]1)c1ccc2c(c1)Cc1ccccc1-2	25%
CCOc1cccc(N2C(=O)/C(=C/c3cc(I)c(OC)c(OC)c3)C(=O)NC2=S)c1	13%
O=C(Cn1nnc(-c2ccccc2)n1)Nc1ccccc1[N+](=O)[O-]	6%
Cc1ccsc1/C=N/c1sc2c(c1C#N)CCCC2	1%
Cc1cc2c(N=O)c(O)[nH]c2cc1Br	17%
Cc1cc(C)n(-c2cc(Nc3cccc(F)c3)ncn2)n1	17%
CN(C)c1cccc(C(=O)Nc2cccc(Br)c2)c1	1%

# Given as labelled records: part of the list above.
CN(C)c1cccc(C(=O)Nc2cccc(Br)c2)c1
  RNase H inhibition = 1%
COc1ccccc1NC(=O)c1c(NC(=O)c2ccccc2Cl)sc2c1CCCC2
  RNase H inhibition = 17%
COc1ccc(-n2c(=O)c3c4c(sc3n3c(=S)[nH]nc23)COC(C)(C)C4)cc1
  RNase H inhibition = 2%&6%

# Reprinted at random: 5 records from the list, in no set order.
SMILES	RNase H inhibition
COc1ccc(-n2c(=O)c3c4c(sc3n3c(=S)[nH]nc23)COC(C)(C)C4)cc1	2%&6%
O=C(NC(=S)Nc1ccc(N2CCCC2)cc1)c1ccccc1F	25%
COCc1cc(C)nc(NNC(=S)Nc2ccccc2)c1C#N	2%
C(=Nc1cccc2c(N=Cc3ccc4ccccc4c3)cccc12)c1ccc2ccccc2c1	34%
CCSC1=C(C#N)C(c2ccc(Cl)cc2)CC(=O)N1 (stereo not drawn)	16%

# Continued:
SMILES | RNase H inhibition
COc1cc(C2CC(=O)Nc3c2ccc2ccccc32)cc(OC)c1OC (stereo not drawn) | 15%
Cc1ccc(CNC(=O)C(=O)NCc2ccc3c(c2)OCO3)cc1 | 17%
O=C(NC(=S)Nc1ccc(F)cc1)c1ccc(Cl)cc1 | 16%
COc1cc(C=NNC(=O)Nc2ccccc2)ccc1OCCOc1ccccc1C | 18%
COc1ccc(-n2c(SCC(=O)N3CCCCC3)nc(O)c(Cc3ccccc3)c2=O)cc1 | 0%
COc1ccc(NC(=O)c2cc3nc(-c4ccc(F)cc4)cc(C(F)(F)F)n3n2)cc1OC | 4%
Oc1c(Cl)cc(Cl)cc1C=Nc1cccnc1 | 9%
O=C(NC(=S)Nc1cccc(-c2nc3ccccc3o2)c1)c1cccc(Br)c1 | 12%
Cc1ccccc1/C=N/Nc1ccccc1[N+](=O)[O-] | 0%
COc1ccccc1NC(=O)CN(c1ccc(C)cc1)S(=O)(=O)c1ccc(SC)cc1 | 9%
CCOC(=O)c1c(NC(=O)COc2cccc(C)c2C)sc2c1CCC2 | 16%
O=C1c2ccccc2-c2onc3ccc(Cl)c1c23 | 31%
COc1ccc(-n2nc3cc(C)c(NC(=S)NC(=O)c4ccc(C)c(C)c4)cc3n2)cc1 | 5%
O=C(Nc1cccc(-c2nc3ccccc3s2)c1)c1ccc(-c2ccc([N+](=O)[O-])cc2)o1 | 15%
CC1CCN(c2c3c(c(C#N)c4nc5ccccc5n24)CCC3)CC1 | 6%
CC(C)(O)C(=O)/C=C/c1ccccc1Cl | 4%
Oc1cccc(C=Nc2ccc(-c3ccc(N=Cc4cccc(O)c4O)cc3)cc2)c1O | 2%
COc1ccc(C2/C(=C(/O)c3ccc(Br)cc3)C(=O)C(=O)N2c2ccc(Br)cc2)cc1 (stereo not drawn) | 11%
Cc1ccc(C(=O)Nc2ccc(-c3nc4ncccc4o3)cc2)cc1C | 17%
CC1CC(Nc2ccccc2)c2ccccc2N1C(=O)Cc1cccc2ccccc12 (stereo not drawn) | 16%
CCCCCCSC1=C(C#N)C(c2ccccc2Cl)C(C(=O)Nc2ccccc2)=C(C)N1 (stereo not drawn) | 12%
COc1ccc(OC)c(/C=C2/C(=O)N(c3ccc(C)c(C)c3)N=C2C)c1 | 14%
CCc1cc2c(=O)n(N)c(CCC(=O)O)nc2s1 | 6%
O=C(Nc1ccccc1)C1CC(=O)N(c2ccc(Br)cc2)C1 (stereo not drawn) | 0%
COCCOC(=O)c1ccc(NC(=O)COc2ccccc2C)cc1 | 7%
CCCC(C)NS(=O)(=O)c1ccc(NC(C)=O)cc1 (stereo not drawn) | 4%
N#CC1=C(N)OC2=C(C(=O)CCC2)C1c1cccc2ccccc12 (stereo not drawn) | 2%
CC1CN(S(=O)(=O)c2ccccc2[N+](=O)[O-])CC(C)O1 (stereo not drawn) | 33%
CCOC(=O)C1=C(C)N=c2s/c(=C\c3cc(OC)c(O)c(OC)c3)c(=O)n2C1c1ccccc1 (stereo not drawn) | 38%
COCCNC(=O)C(=O)Nc1cccc2ccccc12 | 0%
CCCOc1ccc(C(=O)Nc2ccc(-c3nc4ccccc4o3)c(O)c2)cc1 | 18%
Cc1ccc(S(=O)(=O)Nc2c(C)cc(O)c(S(=O)(=O)c3ccc(C)cc3)c2C)cc1 | 12%
COc1ccc(C=C2C(=O)NC(=O)NC2=O)cc1OCc1ccc(Br)cc1 | 15%
CC(C)CNC(=O)CN(c1cccc(C(F)(F)F)c1)S(C)(=O)=O | 8%
COc1ccc(Cl)cc1NC(=O)c1ccccc1Br | 0%
COc1ccc(C(=O)N/N=C\c2ccc(C)s2)cc1 | 8%
CCOc1ccc(N2C(=O)CSC23C(=O)Nc2ccccc23)cc1 (stereo not drawn) | 13%
COc1ccc(C(=O)NC(=S)Nc2ccccc2O)cc1 | 1%
CC(C)ON1C(=O)C2C3C=CC(O3)C2C1=O (stereo not drawn) | 1%
CCCn1c2ccccc2c2nnc(SC(CC)C(=O)Nc3ccc(Cl)cn3)nc21 (stereo not drawn) | 0%

# Copied from the list:
# CCCn1c2ccccc2c2nnc(SC(CC)C(=O)Nc3ccc(Cl)cn3)nc21 (stereo not drawn) | RNase H inhibition: 0%
# CCOC(=O)C1=C(C)N=c2s/c(=C\c3cc(OC)c(O)c(OC)c3)c(=O)n2C1c1ccccc1 (stereo not drawn) | RNase H inhibition: 38%
# COc1ccc(C=C2C(=O)NC(=O)NC2=O)cc1OCc1ccc(Br)cc1 | RNase H inhibition: 15%
# CCCCCCSC1=C(C#N)C(c2ccccc2Cl)C(C(=O)Nc2ccccc2)=C(C)N1 (stereo not drawn) | RNase H inhibition: 12%
# COc1ccc(OC)c(/C=C2/C(=O)N(c3ccc(C)c(C)c3)N=C2C)c1 | RNase H inhibition: 14%
# COCCOC(=O)c1ccc(NC(=O)COc2ccccc2C)cc1 | RNase H inhibition: 7%
# N#CC1=C(N)OC2=C(C(=O)CCC2)C1c1cccc2ccccc12 (stereo not drawn) | RNase H inhibition: 2%

# The list continues.
SMILES | RNase H inhibition
O=C(N/N=C\c1ccc[nH]1)c1cccc(Br)c1 | 0%
CC(C)n1nc(CC(=O)O)c2ccccc2c1=O | 8%
Nc1c(Cl)cc(N2C(=O)c3ccccc3C2=O)cc1Cl | 28%
N#CCc1ccc(NC(=O)c2cc(Cl)cc(I)c2O)cc1 | 12%
CCOC(=O)CSCc1nc2c(c(=O)[nH]1)C1(CCCC1)Cc1ccccc1-2 | 24%
O=C(/C=C/c1ccc([N+](=O)[O-])o1)c1ccc(I)cc1 | 7%
O=C(NCc1cccnc1)c1ccc(-c2ccccc2)cc1 | 0%
COc1ccc(C2=C/C(=C/c3ccccc3OC)C(=O)O2)c(OC)c1 | 2%
CS(=O)(=O)N(Cc1ccccc1)c1ccc(C(=O)Nc2ccccc2C(=O)O)cc1 | 28%
O=C1NN(c2ccc(Cl)c(Cl)c2)C(=O)/C1=C/c1ccc(O)cc1O | 17%
Cc1ccc2c(c1NC(=O)c1ccc(-c3ccccc3)cc1)C(=O)c1ccccc1C2=O | 9%
CCOc1ccc(/C=C(/C#N)c2nc(-c3ccc(F)cc3)cs2)cc1 | 19%
Oc1ccc2ccccc2c1C=NN1CCN(C2c3ccccc3-c3ccccc32)CC1 | 20%
COc1ccc(OCCCCOc2cccc(C)c2C)cc1 | 6%
CCOc1ccccc1N1CCN(C(=O)c2ccncc2)CC1 | 6%
CC(C)Oc1cccc(C(=O)Nc2cc(-c3nc4ncccc4o3)ccc2Cl)c1 | 3%
CCc1c(C)sc(NC(=O)c2c(-c3ccccc3Cl)noc2C)c1C(N)=O | 8%
COC(=O)c1ccccc1NC(=O)c1ccc[n+]([O-])c1 | 3%
O=C(/C=C/NNC(=O)c1ccccc1)c1ccc(Br)cc1 | 4%
COc1ccc2nc(NC(=O)COc3ccccc3Cl)sc2c1 | 0%
CC(C)(C(=O)c1ccccc1)/[N+]([O-])=C/c1ccc(F)cc1 | 0%
Brc1ccc2ncnc(N3CCCC3)c2c1 | 8%
CC(=O)c1ccc(NC(=S)NC(=O)c2cccc(Br)c2)cc1 | 15%
CC(C)Cn1c(CCCO)nc2ccccc21 | 8%
COc1ccc(C(N)=O)cc1NC(=O)c1ccccc1C | 2%
O=C(O)/C=C(/c1ccccc1)C(F)(F)F | 9%
COc1ccc(OCCOC(=O)Nc2ccc(Cl)c(Cl)c2)cc1 | 34%
Cc1cc(C)c(S(=O)(=O)Nc2cc(Cl)c3oc4c(c3c2)C(=O)CCC4)c(C)c1 | 9%
COc1cc(C2NC(=S)NC(C)=C2C(=O)Nc2ccc(C)cc2)ccc1O (stereo not drawn) | 9%
CC(=O)C1=C(C)NC(SCC(=O)c2ccc(Cl)cc2)=C(C#N)C1c1cccc([N+](=O)[O-])c1 (stereo not drawn) | 47%
CC1=C(C(=O)OC2CCCCC2)C(c2ccccc2OCc2ccccc2)C2=C(CC(C)(C)CC2=O)N1 (stereo not drawn) | 13%
